MEKK3 PB1 HTS: MEKK3-MEK5 PB1 interaction, increase or decrease; bead-based flow cytometry, Alexa488-MEK5 binding to MEKK3; actives lie on both sides; 0 = blocked by unlabeled MEK5, 100 = vehicle; binding response (% of control), % at 10 µM; Q99759; AID 1529; 1.4% of 290,000 active;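 active = binding response more than 3 SD above or below the average of its plate-row segment, actives on both sides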;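 note: Alexa488 bead fluorescence after subtracting the streptavidin-only scavenger bead signal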
Target sequence (Q99759 whole entry, looked up): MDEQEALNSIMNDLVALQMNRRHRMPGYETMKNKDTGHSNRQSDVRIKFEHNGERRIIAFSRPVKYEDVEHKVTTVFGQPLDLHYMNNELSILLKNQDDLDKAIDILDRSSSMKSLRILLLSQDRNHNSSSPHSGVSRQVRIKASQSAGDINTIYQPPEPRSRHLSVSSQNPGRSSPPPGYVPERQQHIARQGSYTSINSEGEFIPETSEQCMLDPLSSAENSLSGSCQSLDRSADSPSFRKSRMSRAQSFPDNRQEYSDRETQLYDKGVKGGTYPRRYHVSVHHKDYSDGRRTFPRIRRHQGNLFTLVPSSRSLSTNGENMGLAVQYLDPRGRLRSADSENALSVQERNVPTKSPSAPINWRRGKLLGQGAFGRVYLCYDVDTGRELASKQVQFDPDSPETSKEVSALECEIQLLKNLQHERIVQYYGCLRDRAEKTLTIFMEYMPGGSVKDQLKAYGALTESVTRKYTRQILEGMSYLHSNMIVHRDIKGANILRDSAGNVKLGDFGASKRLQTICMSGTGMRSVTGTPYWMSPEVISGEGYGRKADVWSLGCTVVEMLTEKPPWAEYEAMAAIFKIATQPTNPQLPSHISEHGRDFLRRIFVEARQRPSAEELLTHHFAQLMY
MEKK2 WT-MEK5: raises or lowers MEK5 binding to wildtype human MEKK2 PB1 domain | 1.1% of 290,000 active | bead flow cytometry, Alexa488-MEK5 binding to MEKK2 WT; actives lie on both sides | binding response (% of control), % at 10 µM | AID 1531; in the data active = binding response below about 67% or above about 130%
NALP1 yeast inh: blocks the NALP1 inflammasome reconstituted in yeast. S. cerevisiae NALP1/ASC/caspase-1 growth, X-gal OD620, 72 h. inhibition, % at 10 µM. AID 2071. 0.61% of 280,000 active; in the data active = inhibition mostly above about 24%, no sharp cut-off; inactive = mostly below about 32%; note: some compounds called inactive have numbers as strong as hits
DNA FID counter: counter-screen for HCV NS3 helicase inhibitors: DNA intercalator displacement | AID 1845 | inhibition, % at 7.9 µM | DNA fluorescent intercalator displacement, fluorescence | 0.17% of 290,000 active; in the data active = inhibition above about 37%;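 note: 0% = vehicle and 100% = reference compound; higher means more ethidium bromide displaced from hairpin DNA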
PfM18AAP inh: PfM18AAP enzyme inhibition; recombinant PfM18AAP, H-Glu-NHMec fluorogenic cleavage; inhibition, % at 7.35 µM; 1.2% of 290,000 active; AID 1822;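 active = inhibition above the campaign mean inhibition over all tested compounds plus 3 SD, cut at about 28% in these data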;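 note: 0% = plate median of test compound wells and 100% = 2 mM ZnCl2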
PHOSPHO1 inh: PHOSPHO1 (human) inhibition. Q8TCT1. inhibition, % at 13.3 µM. AID 1565. recombinant PHOSPHO1, absorbance phosphatase assay. 1.1% of 290,000 active; in the data active = inhibition above about 60%
MEKK2mut PB1 HTS: signal of MEK5 binding to mutant human MEKK2 PB1 domain | bead flow cytometry, Alexa488-MEK5 binding to MEKK2 mutant | percent response, % at 10 µM | 0.35% of 290,000 active | AID 1530; in the data active = percent response above about 24%, passing the limit was not always enough; note: inactives centre near 1; some results filed as inactive read as strong as hits; reference of the scale not given here
OXTR ag: activates the human oxytocin receptor; P30559; CHO-OTR cells, Fluo-8 calcium fluorescence; normalized: DMSO 0%, oxytocin 100%; activation, % at 3 µM; 0.32% of 320,000 active;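 active = activation above the mean of all tested compounds plus 3 SD, cutoff set per screening run, cut at about 20% in these data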;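 note: peak over basal fluorescence ratio from a 100 s FLIPR kinetic read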
GPR7 antagonist: antagonists of human GPR7 (neuropeptides B/W receptor 1). P48145. GPR7-expressing cells, fluorescence antagonist assay. inhibition, % at 4.4 µM. 1.1% of 290,000 active; in the data active = inhibition above about 16%, passing the limit was not always enough;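 note: cells stimulated with the agonist NPW; 0% = agonist with vehicle and 100% = vehicle without agonist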
Target sequence (P48145 whole entry, looked up): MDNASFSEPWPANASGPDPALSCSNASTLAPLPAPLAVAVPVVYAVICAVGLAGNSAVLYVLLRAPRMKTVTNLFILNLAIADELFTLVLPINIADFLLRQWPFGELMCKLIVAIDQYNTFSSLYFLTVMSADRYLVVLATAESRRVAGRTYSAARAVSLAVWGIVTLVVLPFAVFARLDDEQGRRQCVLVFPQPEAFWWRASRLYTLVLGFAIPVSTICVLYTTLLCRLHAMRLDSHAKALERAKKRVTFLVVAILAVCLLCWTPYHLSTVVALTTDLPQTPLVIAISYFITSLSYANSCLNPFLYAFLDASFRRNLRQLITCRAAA
* = called active by the depositor; · = no result given.

SMILES | MEKK3 PB1 HTS | MEKK2 WT-MEK5 | NALP1 yeast inh | DNA FID counter | PfM18AAP inh | PHOSPHO1 inh | MEKK2mut PB1 HTS | OXTR ag | GPR7 antagonist
CCOC(=O)c1c(C)[nH]c(C(=O)CSc2ccccc2)c1C | 100 | 98 | 28 | -10 | -12 | 2 | 2 | 1.6 | 0
Cc1c(C(=O)NCCC2=CCCCC2)oc2ccc(S(=O)(=O)N3CCOCC3)cc12 | 104 | 101 | 6 | -34 | 2 | 17 | 0 | 5.6 | -2
O=C(c1cc2cc(Br)cc(Br)c2oc1=O)N1CCCC1 | 118 | 100 | 3 | -4 | -8 | 8 | 2 | -1.8 | -3
COc1ccc(CCN2C(=O)C(O)=C(C(C)=O)C2c2ccccc2OC)cc1OC (stereo unspecified) | 85 | 90 | 4 | -34 | 1 | 1 | -4 | -0.9 | -9
COC(=O)C(c1ccccc1)N(Cc1cccc(CN(C(C(=O)OC)c2ccccc2)S(C)(=O)=O)c1)S(C)(=O)=O (stereo unspecified) | 102 | 106 | 10 | -49 | 3 | -2 | -4 | -0.4 | 7
C/C(=N/NC(=O)c1ccc2c(c1)OCO2)c1ccc(NC(=O)c2ccc(F)cc2)cc1 | 94 | 92 | 10 | -14 | -11 | 26 | -6 | · | 6
O=C(/C=C/c1c(Cl)nc2ccccn12)N1CCN(c2ccc(F)cc2)CC1 | 100 | 98 | 12 | -15 | -7 | 1 | 0 | -1.4 | -3
C=CCN(C(=O)c1csnn1)C(C(=O)NC(C)(C)C)c1ccncc1 (stereo unspecified) | 105 | 108 | 4 | -4 | 8 | 37 | 6 | 0.3 | -8
COc1cccc(/C=N/NC(=O)c2c(C)nc3ccc(Cl)cn23)c1OC | 101 | 102 | 4 | -19 | -3 | -2 | 4 | 0.1 | 1
CCc1nn(CC(=O)NCCCN2CCN(C)CC2)c(=O)c2cc3occc3n12 | 101 | 100 | 22 | -2 | 0 | 21 | 0 | -0.8 | -5
O=C(N/N=C/c1c[nH]c2ccccc12)c1ccncc1 | 96 | 98 | -1 | -3 | 1 | 1 | -2 | 1.4 | -3
CCC(C)(C)n1nnnc1C(c1ccc(C)cc1)N1CCSCC1 (stereo unspecified) | 94 | 99 | 30 | -24 | 7 | 40 | 0 | -2.4 | 7
CCCS(=O)(=O)c1cscc1NC(=O)c1c(-c2c(F)cccc2Cl)noc1C | 98 | 96 | -4 | -18 | -4 | 32 | -3 | -2.7 | -14
CC(=O)NC(Cc1cc(C)ccc1C)C(=O)N1CCN(C(=O)Nc2ccc(C(C)=O)cc2)CC1 (stereo unspecified) | 102 | 108 | 3 | -39 | -1 | -17 | 3 | -0.9 | -8
CCOC(=O)C1CCCN(S(=O)(=O)c2cc(Br)cc3c2N(C(C)=O)CC3)C1 (stereo unspecified) | 104 | 99 | 7 | -41 | -3 | 45 | -4 | 1.9 | -13
C=CCN1C(=O)c2ccc(C(=O)OCC(=O)N(C)C3CCCCC3)cc2C1=O | 103 | 95 | 0 | -10 | -1 | 8 | -4 | 11 | -17
CC(=O)Nc1ccc(NC(=O)C2CCCN2/C=C/C(=O)C(F)(F)F)cc1 (stereo unspecified) | 95 | 89 | 15 | -1 | 3 | 0 | -10 | 1.8 | -3
Cc1ccc(-n2c(O)c(/C=N/NC(=O)C3COc4ccccc4O3)c3ccccc3c2=O)cc1 (stereo unspecified) | 103 | 100 | 27 | -13 | 8 | 1 | -1 | 1.3 | -10
Clc1ccc(C2C3=C(Nc4ncnn42)c2ccccc2CC3)cc1 (stereo unspecified) | 108 | 109 | 22 | -13 | 1 | -3 | 4 | -0.2 | 0
CC(C)Cn1c(=O)c(CCC(=O)Nc2ccc(N3CCOCC3)cc2)nc2cc(Cl)ccc21 | 99 | 100 | 21 | -17 | 8 | 56 | 3 | 0.0 | -1
COc1cccc(N(CC(=O)Nc2cccc(C(C)=O)c2)S(C)(=O)=O)c1 | 92 | 82 | 7 | -4 | -3 | 50 | -12 | 0.2 | -4
C=CCc1cc(Cl)ccc1OCCOCCN(C)C | 79 | 105 | -3 | 32 | -14 | 34 | 2 | 1.6 | 40*
COc1ccc(S(=O)(=O)NCc2cccnc2)cc1C(=O)Nc1ccccc1 | 98 | 97 | 24 | -17 | 1 | 48 | -2 | 0.1 | -11
Brc1c(C[n+]2ccccc2)nc2ccccn12 | 100 | 101 | -3 | -5 | -5 | 33 | 4 | -1.2 | -14
CCOC(=O)C1CCN(Cc2ccc(C(=O)OC)cc2)CC1 | 102 | 106 | -15 | 1 | -1 | -7 | 7 | 0.8 | -1

12 structures out of the list, ordered by heavy-atom count, smallest number first.
SMILES | MEKK3 PB1 HTS | MEKK2 WT-MEK5 | NALP1 yeast inh | DNA FID counter | PfM18AAP inh | PHOSPHO1 inh | MEKK2mut PB1 HTS | OXTR ag | GPR7 antagonist
Brc1c(C[n+]2ccccc2)nc2ccccn12 | 100 | 101 | -3 | -5 | -5 | 33 | 4 | -1.2 | -14
O=C(c1cc2cc(Br)cc(Br)c2oc1=O)N1CCCC1 | 118 | 100 | 3 | -4 | -8 | 8 | 2 | -1.8 | -3
CCOC(=O)c1c(C)[nH]c(C(=O)CSc2ccccc2)c1C | 100 | 98 | 28 | -10 | -12 | 2 | 2 | 1.6 | 0
CCC(C)(C)n1nnnc1C(c1ccc(C)cc1)N1CCSCC1 (stereo unspecified) | 94 | 99 | 30 | -24 | 7 | 40 | 0 | -2.4 | 7
C=CCN(C(=O)c1csnn1)C(C(=O)NC(C)(C)C)c1ccncc1 (stereo unspecified) | 105 | 108 | 4 | -4 | 8 | 37 | 6 | 0.3 | -8
COc1cccc(N(CC(=O)Nc2cccc(C(C)=O)c2)S(C)(=O)=O)c1 | 92 | 82 | 7 | -4 | -3 | 50 | -12 | 0.2 | -4
O=C(/C=C/c1c(Cl)nc2ccccn12)N1CCN(c2ccc(F)cc2)CC1 | 100 | 98 | 12 | -15 | -7 | 1 | 0 | -1.4 | -3
COc1ccc(S(=O)(=O)NCc2cccnc2)cc1C(=O)Nc1ccccc1 | 98 | 97 | 24 | -17 | 1 | 48 | -2 | 0.1 | -11
CCc1nn(CC(=O)NCCCN2CCN(C)CC2)c(=O)c2cc3occc3n12 | 101 | 100 | 22 | -2 | 0 | 21 | 0 | -0.8 | -5
Cc1c(C(=O)NCCC2=CCCCC2)oc2ccc(S(=O)(=O)N3CCOCC3)cc12 | 104 | 101 | 6 | -34 | 2 | 17 | 0 | 5.6 | -2
CC(C)Cn1c(=O)c(CCC(=O)Nc2ccc(N3CCOCC3)cc2)nc2cc(Cl)ccc21 | 99 | 100 | 21 | -17 | 8 | 56 | 3 | 0.0 | -1
Cc1ccc(-n2c(O)c(/C=N/NC(=O)C3COc4ccccc4O3)c3ccccc3c2=O)cc1 (stereo unspecified) | 103 | 100 | 27 | -13 | 8 | 1 | -1 | 1.3 | -10

(continued)
SMILES | MEKK3 PB1 HTS | MEKK2 WT-MEK5 | NALP1 yeast inh | DNA FID counter | PfM18AAP inh | PHOSPHO1 inh | MEKK2mut PB1 HTS | OXTR ag | GPR7 antagonist
CCOC(=O)c1ccc(NC(=O)c2ccc[n+]([O-])c2)cc1 | 103 | 103 | 11 | -6 | 4 | 0 | 7 | 0.9 | -3
O=C(c1ccco1)N1CCN(C(=O)c2cc3sccc3n2Cc2ccccc2)CC1 | 97 | 98 | 8 | -36 | -5 | -11 | 2 | 2.3 | -1
CCN(C(C)=O)c1nc(CSc2nnc(NC(C)C)s2)cs1 | 99 | 95 | -7 | -13 | -10 | 4 | -3 | -0.8 | -9
CCOc1ccc(C(=O)N2CCN(c3ccccn3)CC2)cc1 | 102 | 105 | -2 | -24 | -2 | -33 | 1 | 1.1 | -1
C#CCNc1ccc(C(=O)OCC)cc1 | 94 | 89 | 5 | -4 | -3 | 25 | -10 | 0.1 | -13
CCOc1ccc(C(=O)OCC(=O)N2CCOCC2)cc1OCC | 106 | 107 | 8 | -12 | 9 | 28 | 2 | -0.1 | 3
CCOC(=O)Cn1nnnc1CN(Cc1cccs1)Cc1cc2cc(C)cc(C)c2[nH]c1=O | · | · | 2 | -30 | 1 | 7 | · | -1.4 | -8
CC(C)(C)c1ccc(C(=O)N2CCC(C(=O)c3ccccc3)CC2)cc1 | 98 | 99 | 8 | -44 | 11 | -2 | -4 | -1.4 | 41*
Cc1ccc(C)c(N=Cc2cc3c(cc2[N+](=O)[O-])OCO3)c1 | 111 | 97 | -2 | -15 | 17 | -8 | -9 | 0.2 | -16
CCOc1ccccc1CN1CCN(Cc2nc3ccccc3s2)CC1CCO (stereo unspecified) | 100 | 76 | -1 | -2 | -8 | -17 | -8 | 0.7 | -4
Cc1nc2ccccc2c(C)c1C(=O)c1ccccc1 | 98 | 99 | -8 | -11 | 3 | 53 | -5 | -2.5 | -7
O=C(c1ccc(OC2CCN(Cc3ccc(F)cc3)CC2)cc1)N1CCCC1 | 100 | 102 | 15 | 1 | 5 | 16 | -1 | -0.6 | 0
COC(=O)Cc1cc(=O)n2[nH]c(SC)nc2n1 | 104 | 106 | 4 | -8 | -2 | 8 | 3 | -0.1 | -8
COc1ccc(-c2nnc(NC(=O)C3=COCCO3)o2)cc1 | 100 | 98 | 29 | 1 | -5 | 16 | -3 | -0.2 | 0
CC1CCCCC1NC(=O)C1CCC(CNS(=O)(=O)c2cccc3cccnc23)CC1 (stereo unspecified) | 97 | 100 | 24 | -59 | -3 | 17 | 3 | -0.9 | -6
COc1ccc(NC(=O)C(=O)NNC(=O)COc2ccc(OC)cc2)cc1 | 102 | 99 | -12 | -14 | -5 | 13 | 9 | -0.3 | -2
O=C(NC1CCCC1)C(c1ccncc1)N(C(=O)c1csnn1)c1ccccc1F (stereo unspecified) | 100 | 99 | 8 | -17 | 5 | 48 | 5 | -1.6 | -8
O=C(Cn1cccc1C(=O)c1ccccc1)NCc1ccc(Cl)cc1 | 103 | 99 | 2 | -13 | -6 | 33 | 2 | -2.1 | -14
COc1ccc(NC(=O)C(CC(C)C)NS(=O)(=O)c2ccc3c(c2)CCN3C(C)=O)cc1OC (stereo unspecified) | 106 | 107 | 2 | -10 | 8 | 2 | 5 | 0.7 | -4
Cc1ccc(OCC(=O)Nc2ccc(F)cc2)cc1 | 98 | 91 | 12 | -4 | -4 | 20 | -2 | -1.2 | -1
Cc1c(Cl)c(C(=O)NC2C3CC4CC(C3)CC2C4)nn1C (stereo unspecified) | 107 | 93 | -3 | -32 | 7 | -32 | 3 | -1.3 | -13
NC(=O)NC(=O)COC(=O)CC12CC3CC(CC(C3)C1)C2 | 103 | 100 | 15 | -6 | 3 | 0 | -2 | -0.4 | -11
CCOC(=O)c1c(C)[nH]c(C(=O)OC/C(O)=C(\C#N)c2nc3ccccc3[nH]2)c1C | 87 | 89 | -5 | -8 | -1 | -32 | -2 | 0.8 | 2
C=CCn1c(C)cc(C(=O)COc2ncnc3sccc23)c1C | 99 | 97 | 7 | -5 | 6 | 10 | 1 | 0.3 | -12
CCOC(=O)c1sc2ncn(C(C)C(=O)OCC)c(=O)c2c1C (stereo unspecified) | 97 | 94 | 5 | -20 | 1 | 47 | -2 | -1.9 | 8
CCc1ccccc1NC(=O)c1cc(-c2cccs2)on1 | 97 | 98 | 28 | -18 | -4 | 12 | -5 | -0.5 | -16
Cc1nc2sc3c(c2c(=O)n1NC(=O)CCBr)CCCC3 | 97 | 100 | 10 | 5 | -2 | 34 | -4 | -1.3 | -5
C/C(CC(=O)NC1C2CC3CC(C2)CC1C3)=N\NC(=O)Cc1cccs1 (stereo unspecified) | 100 | 99 | 24 | -40 | 3 | 0 | -2 | -1.8 | 8

Some of these compounds in order of their number in MEKK2mut PB1 HTS, falling.
Structure	MEKK2mut PB1 HTS
C=CCn1c(C)cc(C(=O)COc2ncnc3sccc23)c1C	1
COc1ccc(CCN2C(=O)C(O)=C(C(C)=O)C2c2ccccc2OC)cc1OC (stereo unspecified)	-4
CCOc1ccccc1CN1CCN(Cc2nc3ccccc3s2)CC1CCO (stereo unspecified)	-8
